ERK EGF inh: inhibitors of EGF-stimulated ERK signaling pathway; HEK293-V1b, EGF-stimulated phospho-ERK AlphaScreen; Potency, µM (titrated, usually from 11.5 µM), inactives show at the top dose activity change, negative = inhibition, hits mostly inhibitors; 130,000 compounds, 0.41% hits; AID 1454; active means well fitted inhibition curve with a large enough effect; inconclusive means small, poorly fitted or top-dose-only effect, or effect the other way;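 further: plate controls were stimulated vehicle wells for no effect and unstimulated vehicle basal for full effect; nearly all actives have a fitted effect of over 55% in size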
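Stably V1b-transfected HEK293 cells; 30 min compound, then EGF 25 nM final for 5 min at 37C; 10 min lysis; phospho-ERK by AlphaScreen after 5 hr beads at room temperature.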
* marks the source's active call; other numbers are inactive results; ? = inconclusive; [ ] = dose if it differs, or a comment. Potency means the concentration at half of the fitted maximal effect. Some of the compounds tested. The share of hits here may be higher or lower than overall.

Start of the data: the first four records, ahead of the listing:
ERK EGF inh	mol
27.0%	NS(=O)(=O)c1ccc(N/N=C2/CCCc3ccccc32)c([N+](=O)[O-])c1
9.2%[57.5 µM]	O=C(CN1C(=O)CC(c2ccco2)Sc2ccccc21)NC1CCCCC1 (stereo not given)
?	CCOC(=O)/C(C#N)=N/Nc1ccc(S(=O)(=O)N2CCc3ccccc32)cc1
4.0%	CS(=O)(=O)N(CC(=O)N/N=C/c1ccc(OCC(=O)N2CCOCC2)cc1)c1ccccc1Cl

The listing, previewed entries included:
ERK EGF inh	mol
27.0%	NS(=O)(=O)c1ccc(N/N=C2/CCCc3ccccc32)c([N+](=O)[O-])c1
9.2%[57.5 µM]	O=C(CN1C(=O)CC(c2ccco2)Sc2ccccc21)NC1CCCCC1 (stereo not given)
?	CCOC(=O)/C(C#N)=N/Nc1ccc(S(=O)(=O)N2CCc3ccccc32)cc1
4.0%	CS(=O)(=O)N(CC(=O)N/N=C/c1ccc(OCC(=O)N2CCOCC2)cc1)c1ccccc1Cl
21.4%	CCOc1cc(/C=N/O)ccc1OCC(=O)Nc1cccc(C)c1
10.3%	Cc1cccc(CC(C)NC(=O)CCc2nnc(CCCCc3ccccc3)o2)n1 (stereo not given)
-6.8%[57.5 µM]	COc1ccc(CC(=O)NNc2ncnc3c2cnn3Cc2ccccc2)cc1OC
1.0%	CCC/C=C(\CCC)C(NC(=O)C(C)(C)C)c1ccc(C(=O)OC)cc1 (stereo not given)
-4.1%	CN(C)CCCN(C(=O)CCc1ccccc1)c1nc2ccc(F)cc2s1
6.6%	O=C(c1ccc([N+](=O)[O-])cc1)N1CCSC1c1ccc(Cl)cc1 (stereo not given)
?	CCc1nn(-c2ccccc2)c(=S)c2ccccc12
-6.9%	CN(Cc1nc2ccccc2[nH]1)Cc1nc(CC2CC2)no1
6.9%[57.5 µM]	O=C(NC1CC1)C1=C[C@H](c2ccccc2)C[C@H](OCc2ccc(CO)cc2)O1
8.4%	Cc1ccc(CSCc2ccc(C(=O)NC3CCCC3)o2)cc1
-3.8%	O=C(Nc1ccc2c(c1)OCO2)c1cccc2c1C(=O)N(C1CCCCC1)C2
-3.2%	CCN(CC)S(=O)(=O)c1ccc(/C=C/C(=O)OCC(=O)c2c(N)n(C)c(=O)n(C)c2=O)cc1
0.6%[57.5 µM]	C=CCNC(=O)c1cc2sccc2n1C
5.5%[57.5 µM]	Clc1ccc(OCc2noc(-c3ccsc3)n2)c(Cl)c1
-3.5%	Cc1ccc(S(=O)(=O)N2CCOCC2)cc1NC(=O)COc1ccc(-c2nnco2)cc1
1.4%	Cc1ccc(N=Cc2ccc(N(C)C)cc2)cc1C
4.7%	Nc1nc2c(Cl)cc(Cl)cc2s1
-1.8%	CC(=O)Nc1ccc(NC(=O)C2CCN(C(=O)c3ccc([N+](=O)[O-])cc3)CC2)cc1
-16.9%	COc1cc2c(cc1NC(=O)C(C)OC(=O)c1ccc(S(=O)(=O)Nc3ccccc3Cl)cc1)oc1ccccc12 (stereo not given)
0.4%	O=C1OC(/C=C/c2ccccc2)=NC/1=C\c1cccnc1
-3.2%[57.5 µM]	CSc1c(-c2ccccn2)c(N)nn1C(=O)C1CC1
1.3%	C=CCN1C(=O)C(CC(=O)O)SC1=Nc1ccc(C(=O)O)cc1 (stereo not given)
-0.5%	O=C(/C=C/Nc1ccc(Cc2ccc(N/C=C/C(=O)C(F)(F)F)cc2)cc1)C(F)(F)F
-10.7%[57.5 µM]	O=c1[nH]c2ccccc2c(O)c1-c1ccccc1
10.4%	Cc1ccc(-c2nnnn2C2C/C(=N\NC(N)=S)C3OCC2O3)cc1 (stereo not given)
7.6%	O=[N+]([O-])c1cccc(-c2csc(Nc3ccccc3)n2)c1
4.4%	C(=N\Nc1nc(N2CCOCC2)nc(N2CCOCC2)n1)/c1ccco1
-6.8%	Cn1cnnc1SCc1ccc(C(=O)N/N=C/c2cccs2)cc1
-1.9%	CC(C)OC(=O)CSc1nnc2c3ccccc3n(C)c2n1
-6.0%[57.5 µM]	COc1ccc(CN2CSC(=S)N(Cc3ccc(OC)cc3)C2)cc1
5.8%	CN1C(=O)NC(c2ccc(O)cc2)C2=C1CN(c1ccc(O)cc1)C2=O (stereo not given)
3.6%	Cn1cc(Br)c(C(=O)NNC(=O)c2ccc(Cl)cc2)n1
2.8%	CC(=O)N1CCN(c2ccccc2NC(=O)COc2ccccc2C)CC1
-9.2%	CCCN1C(=O)CSC1=Nc1ccccc1
-1.1%	COc1ccc(C(=O)COC(=O)CCc2nc3ccccc3[nH]c2=O)cc1Br
1.2%	Cc1ccc(C)c(NC(=O)CN(C)C(=O)Cc2ccccc2)c1
3.7%	CCOc1ccc(NC(=O)c2sc(NC(C)=O)c(C(=O)OC)c2C)cc1
2.7%	CC(C)OC(=O)NCCOC(=O)Nc1ccccc1Cl
6.6%[57.5 µM]	C=CCn1c(-c2ccc(Cl)cc2)cnc1SC(C)C(N)=O (stereo not given)
3.0%	Cc1cc(C)cc(N(CC(=O)NCCSCc2ccco2)S(C)(=O)=O)c1
-5.1%	O=C(Nc1ccc2c(c1)CCC2)c1ccccc1
2.5%	Clc1ccc(-c2c[n+]3c(n2-c2ccccc2)SCC3)cc1
-13.6%	CC(C)(c1ccccc1)c1ccc(OCCN)cc1
-13.8%	Cc1nc2cc(-c3ccc(Cl)cc3)nn2c(NCCN(C)C)c1C
-17.8%	Cc1nnc(C)n1/N=C/c1cccc([N+](=O)[O-])c1
8.9%	CC(NC(=O)c1ccc(OC2CCN(C(=O)c3cccnc3)CC2)cc1)C1CC1 (stereo not given)
-5.1%	Cc1ccc(/C=C/C(=O)OCC(=O)NCCN2C(=O)CSC2=O)o1
-8.6%	O=C1CCC(C(=O)Nc2ccccc2)N1 (stereo not given)
-5.7%	C=CCN(CC(=O)NC1CCS(=O)(=O)C1)S(=O)(=O)c1ccccc1C(F)(F)F (stereo not given)
-3.3%	O=C(NC1CC1)C1CCN(C2CCN(C(=O)c3ccc4cccc(F)c4n3)CC2)CC1
-2.0%	Clc1ccc(C2[C@H]3CN(Cc4ccc(-c5ccccc5)cc4)[C@H](c4ccccc4)C34CC2(c2cccnc2)C4)cn1 (stereo not given in full)
5.9%	CCOC(=O)C1=C(C)NC2=C(C(=O)CC(C)(C)C2)C1c1coc2ccccc2c1=O (stereo not given)
2.0%	CCc1c(C)sc(NC(NC(C)=O)(C(=O)OC)C(F)(F)F)c1C#N (stereo not given)
-0.7%	O=C(COC(=O)C1=COCCO1)NC1CCCCCCC1
2.1%	CCN(C(=O)[C@@H]1CCCN1C(=O)c1cccs1)c1nc2cc(Cl)ccc2s1
3.2%	COc1ccc(NC(=S)NC2CC3CCC(C2)N3Cc2ccco2)cc1 (stereo not given)

Arranged by length of the SMILES (rising): some entries from above
ERK EGF inh	mol
-13.6%	CC(C)(c1ccccc1)c1ccc(OCCN)cc1
1.4%	Cc1ccc(N=Cc2ccc(N(C)C)cc2)cc1C
-13.8%	Cc1nc2cc(-c3ccc(Cl)cc3)nn2c(NCCN(C)C)c1C
2.8%	CC(=O)N1CCN(c2ccccc2NC(=O)COc2ccccc2C)CC1
-1.8%	CC(=O)Nc1ccc(NC(=O)C2CCN(C(=O)c3ccc([N+](=O)[O-])cc3)CC2)cc1
-2.0%	Clc1ccc(C2[C@H]3CN(Cc4ccc(-c5ccccc5)cc4)[C@H](c4ccccc4)C34CC2(c2cccnc2)C4)cn1 (stereo not given in full)

(cont.)
ERK EGF inh	mol
8.6%	Cc1ccc(-c2nc3sc(C#N)c(N)n3c(=O)c2C#N)cc1
-4.8%	S=C(NC1CCCC1)N1CCN(c2ncccn2)CC1
?	O=C(NCc1ccc(F)cc1)c1ccc(N2CCc3ccccc32)c([N+](=O)[O-])c1
3.1%[57.5 µM]	COC(=O)c1ccccc1OCCCOc1ccc(C)cc1OC
-0.8%	CC(C)CC(=O)NS(=O)(=O)c1ccc(NS(C)(=O)=O)cc1
4.6%	CC(=O)c1ccc(N2CCN(C(=S)Nc3ccc(Cl)c(Cl)c3)CC2)cc1
-9.1%	CC(=O)N1c2ccccc2C2(C)C(C1(C)C)C2(Cl)Cl (stereo not given)
6.4%[57.5 µM]	CCN(CC)S(=O)(=O)c1ccc(N2CCOCC2)c(NC(=O)CNCCc2ccccc2)c1
1.7%	CCOC(=O)NC(=O)COC(=O)c1ccc(O)cc1
-7.2%[57.5 µM]	COC(=O)c1cnc(N2CCCN(S(=O)(=O)c3ccccc3)CC2)nc1C(F)(F)F
-16.0%	CCn1nc(C)c(Br)c1Nc1ccc(Br)cc1
-4.4%	CC[n+]1ccccc1/C=C/Nc1ccccc1
0.7%	C=CCNC(=O)C12CC3CC(C1)CC(C(=O)NCC=C)(C3)C2
-1.2%	S=c1[nH]nc(CN2CCCCC2)n1-c1ccc(Cl)cc1
8.0%	CCCCCCn1c(=O)[nH]c2nc3cc(N)c(C)cc3nc2c1=O
8.9%	COc1ccc(-n2cnc3cc([N+](=O)[O-])ccc32)cc1
13.4%[57.5 µM]	C=C(C)C1CC=C(C)/C(=N\NC(=O)CCC(=O)Nc2ccc(C)c(C)c2)C1 (stereo not given)
?	COc1ccccc1N(C)S(=O)(=O)c1ccc(C(=O)OCC(=O)NCC(F)(F)F)cc1
?	Cc1ccc(N=C2NC(=O)/C(=C/c3cccn3C)S2)c(C)c1
-1.9%[57.5 µM]	O=S(=O)(NC1=NCCCCC1)c1ccccc1Cl
-3.7%[57.5 µM]	Nc1cc2ccncc2c2ccccc12
-5.3%	Cc1cc(NC(=O)c2ccccc2F)nc2c1c(=O)oc1ccccc12
4.8%	O=C(C[n+]1cccc(CNC(=O)c2ccc(OC(F)F)cc2)c1)Nc1ccc(F)cc1
-7.0%	CCC(C)(C)n1nnnc1CN1CCC(NC(=O)c2ccc(Br)cc2)CC1
11.5%	Cc1ccc(S(=O)(=O)/N=S(\C)C(C)C)cc1 (stereo not given)
-4.1%[57.5 µM]	Cc1ccc(-c2csc3nc4cc(C(=O)NC5CCC(O)CC5)ccc4c(=O)n23)cc1 (stereo not given)
-8.7%	Cc1cccc(C(=O)NC2C(=O)NNC2c2ccc(Cl)cc2)c1 (stereo not given)
2.6%	CCCC(=O)NCCc1cc(OC)c(OC)cc1Br
-14.7%[57.5 µM]	CC(O)[C@H]1CNC(=O)C(=O)N1CC1CCCCC1 (stereo not given in full)
-9.9%	C=CCOc1c(Br)cc(CNn2cn[nH]c2=S)cc1OC

Three compounds out of the list above, sorted by the number in ERK EGF inh, lowest first.
Molecule	ERK EGF inh
CC[n+]1ccccc1/C=C/Nc1ccccc1	-4.4%
CC(C)CC(=O)NS(=O)(=O)c1ccc(NS(C)(=O)=O)cc1	-0.8%
CCCC(=O)NCCc1cc(OC)c(OC)cc1Br	2.6%

Carrying on:
ERK EGF inh	mol
3.4%	C=CCC1NCCc2c(Br)cccc21 (stereo not given)
5.1%	COc1cccc(C(=O)C2CCCN(Cc3cn(CC(N)=O)c4ccccc34)C2)c1 (stereo not given)
-15.0%	Cc1ccc2c(C)cc(=S)[nH]c2c1
2.8%	CCOC(=O)N/N=C(C)/C=C/c1ccccc1
-2.5%	Cc1ccc(SCCC(=O)Nc2ccc(Br)c(C)c2)cc1
-7.8%	CC(=O)c1ccc(OCC(=O)Nc2ccc3nc(C)sc3c2)cc1
-0.8%	CCCCNc1nc(C)c(C(C)=O)cc1C#N
-4.8%[57.5 µM]	CN(C)c1cc[n+](CC(=O)c2ccc(OC(F)F)cc2)cc1
5.8%	O=C(NC(=S)Nc1ccc(S(=O)(=O)N2CCCCCC2)cc1)c1cccs1
-4.3%	Cc1ccc(-c2cc(C(=O)N/N=C/c3c[nH]c4ccccc34)[nH]n2)cc1
6.0%	Cc1cccc(C)c1-n1c(SCC(=O)Nc2ccc(C(=O)O)cc2)nnc1-c1cccc(S(=O)(=O)N(C)C)c1
-6.4%	COc1cc([N+](=O)[O-])cc2cc(C(=O)NC(C)(C)C)c(=O)oc12
4.8%	COC(=O)c1cccc(Nc2ccc([N+](=O)[O-])cn2)c1
1.3%	CN(C)/C=N/C1=C(C#N)C(c2cccs2)c2ccc3ccccc3c2O1 (stereo not given)
11.8%[57.5 µM]	Fc1ccccc1Cn1cc(C(=S)N2CCOCC2)c2ccccc21
-26.6%[57.5 µM]	CC(C)C(=O)N1CCC2(CC1)Oc1ccc(Cl)cc1C(=O)C21CC(c2ccccc2)=NO1 (stereo not given)
8.4%	Cc1ccc(C)c(Cn2nnc3c(=O)[nH]c(C(=O)Nc4ccc(F)cc4)nc32)c1
12.0%	O=C(CNC(=O)c1ccco1)OCC(=O)c1ccc(Cl)cc1Cl
-4.8%	CN(c1ccc(OCC(=O)OCC(=O)c2c(N)n(C)c(=O)n(C)c2=O)cc1)S(=O)(=O)c1ccc2ccccc2c1
-0.6%	CCCc1nnc(SCC(=O)N(CC)CC)n1CC1CCCO1 (stereo not given)
7.8%	O=C(NC(=S)N1CCc2ccccc21)c1ccc(Br)o1
?	COc1ccc(C(C)=O)cc1COC(=O)c1cc(C)nc2ccccc12
0.9%	N=C(c1ccc([N+](=O)[O-])cc1)N1CCCCC1
-4.4%	S=C(NCc1ccc2[nH]c3c(c2c1)CCCC3)Nc1ccccc1
-15.7%	O=C(CCNc1cccc(F)c1)c1cccc([N+](=O)[O-])c1
-5.8%	CCC1CCCCN1CCCNC(=O)c1ccc(N2CCOCC2)c(NS(=O)(=O)c2ccc(OC)cc2)c1 (stereo not given)
11.3%	COc1cc(/C=N\Nc2cc(=O)n(C)c(=O)n2C)ccc1O
5.6%	CC1(NC(=S)NCCO)CCS(=O)(=O)C1 (stereo not given)
-1.3%	COc1ccc(NC(=O)N/C=C/c2ccc(Cl)cc2)cc1

Compound activity from PubChem.
